Compound activity as filed in PubChem BioAssay.
GAA inh = inhibitors of human lysosomal alpha-glucosidase; P10253; purified human GAA, 4-MU-alpha-glucoside fluorescence; actives 0.005% (n = 200,000); AID 1466; Potency, µM (highest dose often 76.9 µM), for inactives: at the highest dose activity change, negative = inhibition, hits mostly inhibitors;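 note: plate controls were uninhibited enzyme wells for no effect and no-enzyme background for full effect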
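Activity normalized between no-enzyme (basal) and enzyme-only wells. Conditions: 4 nM human enzyme, 400 uM fluorogenic substrate, citrate/phosphate pH 5.0 with Tween-20, 20 min room temperature, compounds up to 77 uM.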
Tau fibril FP = inhibitors of human tau fibril formation | P10636 | K18 P301L tau heparin fibrillization, Alexa594 FP, 6 h | Potency, µM (series often up to 57.7 µM), for the others: top-dose activity, negative = inhibition, hits mostly inhibitors | actives 0.39% (n = 280,000) | AID 1468; note: % is set by controls: 0 for no effect and ±100 for the full control effect; nearly all actives have a fitted effect of over 55% in size
Target sequence (P10636 561-689 P618L limits assumed): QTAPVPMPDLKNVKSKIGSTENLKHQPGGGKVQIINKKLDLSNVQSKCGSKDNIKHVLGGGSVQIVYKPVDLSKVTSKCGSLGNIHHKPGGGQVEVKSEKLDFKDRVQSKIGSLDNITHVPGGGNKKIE
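Recombinant K18 P301L […], labeled with Alexa 594 at 0.24 uM over 15 uM unlabeled; heparin inducer 20 uM final; 37 C, 6 hr; FP endpoint.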
Tau fluor counter = counter-screen for tau fibril formation inhibitors. Potency, µM (titrated, usually from 57.7 µM), for the others: top-dose activity change, negative = decrease. actives 0.93% (n = 280,000). tau K18 P301L Alexa594 fluorescence, heparin fibrillization. AID 1463; note: % is set by controls: 0 for no effect and ±100 for the full control effect; nearly all actives have a fitted effect of over 55% in size
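Human tau K18 P301L (15 uM unlabeled, 0.24 uM Alexa 594-labeled) in 100 mM sodium acetate pH 7 with 20 uM heparin, 6 hr at 37 C. ThT 30 uM added, 1 hr ambient; Alexa 594 FP and total fluorescence read at 555/632 nm.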
GAA spleen mod = lysosomal alpha-glucosidase (human) modulation. human spleen homogenate, 4-MU-alpha-glucoside fluorescence. Potency, µM (doses to about 79.9 µM), for inactives: top-dose activity change, negative = inhibition, usual class: inhibitors. actives 0.006% (n = 240,000);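 note: 0% = enzyme with vehicle and -100% = no enzyme basal signal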
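Enzyme source: human spleen homogenate, 1 ug/well. Buffer 50 mM citric acid/K phosphate pH 5.0, 0.01% Tween-20. 4-MU-alpha-glucoside 1 mM; 37 C x 40 min; NaOH/glycine stop; fluorescence.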
aGal spleen mod = alpha-galactosidase A (human) modulation. P06280. human spleen homogenate, 4MU-alpha-Gal fluorescence, 40 min. Potency, µM (series often up to 80 µM), without a hit: top-dose activity change, negative = inhibition, actives largely listed as inhibitors. actives 0.008% (n = 240,000). AID 2107;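 note: 0% = enzyme with vehicle and -100% = no enzyme basal signal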
Target sequence (P06280 32-429 limits assumed): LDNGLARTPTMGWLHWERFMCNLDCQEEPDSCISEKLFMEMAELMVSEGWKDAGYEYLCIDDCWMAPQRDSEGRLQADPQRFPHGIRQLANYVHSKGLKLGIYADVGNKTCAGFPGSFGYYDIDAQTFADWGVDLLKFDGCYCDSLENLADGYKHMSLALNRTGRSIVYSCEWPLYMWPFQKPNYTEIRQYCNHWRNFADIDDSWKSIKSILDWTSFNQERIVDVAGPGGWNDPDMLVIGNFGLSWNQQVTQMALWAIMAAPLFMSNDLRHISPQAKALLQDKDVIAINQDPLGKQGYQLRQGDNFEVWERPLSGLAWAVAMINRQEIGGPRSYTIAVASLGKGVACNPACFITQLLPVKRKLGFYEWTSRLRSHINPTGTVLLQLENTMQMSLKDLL
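qHTS titration in buffer at pH 5.0. Alpha-galactosidase activity in spleen homogenate was measured via 4-methylumbelliferone release from 1 mM fluorogenic substrate after 40 min at 37C and a pH 10 stop. AC50 came from Hill fits of control-normalized data.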
Tau fibril ThT = blocks human tau fibril formation measured by thioflavin T. P10636. recombinant tau K18 P301L (four-repeat tau fragment), heparin-induced fibrillization, ThT fluorescence. Potency, µM (top dose mostly 57.4 µM), inactives show top-dose activity, negative = inhibition, usual class: inhibitors. actives 2.1% (n = 270,000); note: % is set by controls: 0 for no effect and ±100 for the full control effect; nearly all actives have a fitted effect of over 55% in size
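Heparin-induced (20 uM) aggregation of recombinant human K18 P301L tau, 15 uM unlabeled with 0.24 uM labeled, pH 7 acetate buffer, 6 hr at 37 C with compound. Fibrils quantified by 30 uM ThT fluorescence after 1 hr ambient incubation.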
HTT ATP protect = cytoprotection in Huntington HTT-Q103 PC12 cell model; PC12 HTT-Q103 induced, cytoprotection, ATP luminescence, 40 h; Potency, µM (series often up to 56.4 µM), for inactives: cytoprotection (ATP increase), most hits filed as activators; actives 0.14% (n = 230,000); AID 1471;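 note: % of control where 0% means no effect; nearly all actives have a fitted effect of over 45% in size; toxic huntingtin expression switched on by the ecdysone agonist tebufenozide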
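Cells were plated at 1500 per well in phenol red-free DMEM with 5% equine and 5% calf serum. Tebufenozide (100 nM final) and compounds were added, then ATPlite reagent, and luminescence was read.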
GAA glycogen mod = alters human alpha-glucosidase cleavage of glycogen; actives 0.38% (n = 300,000); Potency, µM (series often up to 76.4 µM), for the others: at the top dose activity change, negative = inhibition, most hits filed as inhibitors; recombinant GAA, glycogen substrate, Amplex Red glucose oxidase fluorescence;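 note: 0% = full enzyme reaction and -100% = no-enzyme basal signal; the screen sought inhibitors and activators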
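Recombinant enzyme (4 nM final) with compounds titrated up to 77 uM and bovine liver glycogen (30 ug) in citrate pH 5.0, 0.01% Tween-20, 37 C 40 min. Released glucose detected by Amplex Red/glucose oxidase (Ex 573/Em 610); AC50 from Hill fits.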
The depositor's hits bear a star; ? = inconclusive; · = not tested or not shown; & = joins results of further samples; ! = repeats disagree; [ ] = another dose, or the depositor's remark. Calls come from the whole dose curve; as a rule, active = well fitted curve in the direction sought with a large enough effect; inconclusive = small, poorly fitted or top-dose-only effect, or another doubt; inactive = no such curve, though single readings can be large; an effect the other way counts as inactive or inconclusive. Potency is the fitted concentration of half-maximal effect.

compound,GAA inh,Tau fibril FP,Tau fluor counter,GAA spleen mod,aGal spleen mod,Tau fibril ThT,HTT ATP protect,GAA glycogen mod
CCOc1ccc(-n2c(O)c(/C=N/c3ccnn3Cc3ccncc3)c3ccccc3c2=O)cc1,6%,3%,-6%,·,1%,-4%,-28%,11%
CC1(C)CC(=O)C(C=NCC2CCN(C(=O)Nc3ccc(Cl)c(Cl)c3)CC2)=C(O)C1,2%,-2%,-19%,-1%,1%,-4%,-16%,0%
COC(=O)/C(=N\Nc1ccc(Cl)cc1)Sc1nnc(-c2ccc(OC)cc2)n1C,7%,?,-12%,-5%,3%,-13%,24%[10 µM],-5%
COC(=O)CCC(=O)OC1(C)C(=O)C=C2C=C(C3CC3)N(Cc3ccccc3)C=C2C1=O (stereo not drawn),·,?,-9%[11.6 µM],0%[17.4 µM],2%[17.5 µM],11µM*!,-13%&6%[10 µM],10%
Cc1noc(C)c1C(=O)OCC(=O)c1ccc[nH]1,-5%,-2%,6%,2%,4%,-10%,11%,10%
CCCC(=O)Nc1ccc2oc(=O)ccc2c1,3%,-10%,-14%,4%,1%,-8%,-39%[inhibitor],-7%
CCOC(=O)c1ccc2nc(NC(NC(C)=O)(C(=O)OC)C(F)(F)F)sc2c1 (stereo not drawn),-4%,2%,2%,2%,19%,-1%,6%,0%
COc1cc2c(cc1OC)C(C(=O)Nc1ccccn1)C(c1cccnc1)N(C)C2=O (stereo not drawn),10%,5%,5%,-5%,-13%,-5%,-5%,-4%
CCc1nnc(SCC(=O)Nc2ccc(OC)c(OC)c2)c2cc3occc3n12,·,-3%,-13%,·,·,-16%,·,-15%[76.3 µM]
CCc1nc(N2CCC3(CC2)OCCO3)c2nnn(Cc3ccccc3Cl)c2n1,-4%,-4%,-14%,-3%,1%,0%,-59%[inhibitor],3%
CCOC(=O)CNC(=O)c1cn(CC)c(=O)c2cc(OC)c(OC)cc12,-1%,-7%,2%,-7%,-1%,2%,2%[1.9 µM],0%
COc1ccc(NC(=O)c2ccc(NC(=O)CCS(=O)(=O)c3cccs3)cc2)cc1,·,?,-17%,·,·,-16%,·,10%[76.3 µM]
CCOC(=O)COc1nc(OC)nc(N2CCOCC2)n1,-6%,-2%,4%,0%,-5%,-2%,-5%,8%
O=c1ccc2ccc(O[C@@H]3O[C@H](CO)[C@@H](O)[C@H](O)[C@H]3O)c(O)c2o1,·,2%,-5%,0%,-9%,-13%,4%,·
CCOC(=O)c1nc(NCc2ccccc2C)c2ccccc2n1,0%,-6%,-14%,-8%,3%,-8%,-14%,6%
N#Cc1c(N)nc(SCc2ccncc2)c(C#N)c1-c1cccs1,-9%,-2%,?,-12%,-8%,-11%,15%[1.9 µM],-4%
CC#CC[N+](C)(C)CCCCCC,·,-2%,-10%,-3%,-3%,-6%,-24%[10 µM],15%
O=C(c1cc(S(=O)(=O)N2CCCC2)c[nH]1)N1CCN(c2cccc(Cl)c2)CC1,·,-1%,-12%,·,·,-1%,·,-15%[76.3 µM]
Cc1nnc(SCC(=O)Nc2ccccc2N2CCOCC2)s1,5%,7%,-11%,1%,2%,-7%,-11%[10 µM],-2%
Cc1ccc(-c2onc3ccc(C4OCCO4)cc23)cc1,-10%,2%,-19%,-3%,-7%,-11%,-85%[inhibitor],-13%
Cc1cc(C)c2oc(C(=O)Nc3c(C)n(C)n(-c4ccccc4)c3=O)cc(=O)c2c1,·,-3%,-9%,·,·,1%,·,15%[76.3 µM]
CN(N=O)C(=O)N[C@H]1C(O)OC(CO)[C@@H](O)[C@H]1O (stereo partly drawn),·,-9%,2%,3%,-19%,0%,-7%,·
CC(C)CCn1nc(C(=O)OC(C)C(=O)NC(N)=O)c2ccccc2c1=O (stereo not drawn),-10%,2%,-6%,10%,-2%,-4%,0%,3%
COc1ccc(N2CCN(C(=O)c3ccc(N(C)S(=O)(=O)c4ccc(OC)cc4)cc3)CC2)cc1,-4%,?,-27%,-3%,7%,?,15%[10 µM],-13%
Cc1ccc2nc3c(cc(C#N)c(=N)n3CC3CCCO3)c(=O)n2c1 (stereo not drawn),?,2%,0%,17%,?,-6%,-16%,0%
COC(=O)c1c(C)[nH]c(C(=O)CN2CCOCC2)c1C,-1%,-7%,-5%,-6%,-9%,-13%,10%[10 µM],5%
O=C(CSCc1ccc([N+](=O)[O-])cc1)N/N=C/c1ccncc1,0%,-8%,-11%,·,7%,?,-29%,-2%
CC1(C)Cc2c(sc3ncn4nnnc4c23)CO1,-5%,3%,1%,-1%,3%,-10%,1%,-7%
Cc1ccc(NC(=O)CSCC(=O)Nc2ncc3c(n2)CC(c2ccco2)CC3=O)cc1 (stereo not drawn),3%,-13%,-15%,-19%,0%,?,-1%[10 µM],-1%
COc1ccc(C(=O)c2cnc3ccc(C)cc3c2S(=O)(=O)c2ccccc2)cc1,·,-12%,-22%,·,·,-18%,·,5%[76.3 µM]
CCOC(=O)C1=C(C)NC(=O)C(C(N)=O)C1c1ccccc1 (stereo not drawn),?,4%,2%,-7%,-3%,-1%,9%,4%
COC/C=C/C1=CC2=CC(=O)C(C)(OC(=O)c3cnc4ccccc4n3)C(=O)C2=CN1Cc1ccccc1 (stereo not drawn),·,?,?,0%[17.4 µM],3%[17.5 µM],10µM*,-8%&4%[10 µM],13%
COc1ccc(CCNC(=O)c2c(C)cc(=O)oc2C)cc1OC,-6%,0%,-3%,-6%,-5%,-11%,3%,-3%
CC(C)(O)C#Cc1ccc(C(=O)N2CCN(c3ccc([N+](=O)[O-])cc3)CC2)cc1,-12%,0%,-3%,-3%,4%,?,-49%[inhibitor],-2%
CNC(=O)CS(=O)CC(=O)Nc1cc(OC(C)C)c(Cl)cc1Cl (stereo not drawn),1%,0%,0%,4%,5%,-2%,-17%,-9%
Cc1cc(N2C(=O)C3C4C=CC(C4)C3C2=O)ccc1Br (stereo not drawn),1%,6%,1%,-1%,-10%,8%,-11%[10 µM],5%
O=C1/C(=C/c2cccnc2)CCc2c1[nH]c1ccccc21,-8%,-1%,-23%,-10%,-4%,7.1µM*,-17%,10%
C=CCn1c(CNC(=O)c2cccs2)nnc1SCc1ccc(Cl)cc1Cl,0%,12%,7%,0%,6%,4%,4%[10 µM],3%
COc1cc(C(=O)NCCCN(C)C)ccc1OCC(=O)Nc1cccc(C(F)(F)F)c1,-2%,-3%,-4%,-3%,-11%,1%,-28%,8%
O=C(NCc1ccco1)C(c1cccnc1)N(C(=O)Cn1nnc2ccccc21)c1ccc(F)cc1 (stereo not drawn),-14%,-1%,-3%,-7%,-9%,0%,-5%[10 µM],4%
Cc1ccc(S(=O)(=O)Nc2nc3n(n2)C(c2ccccc2Cl)C=C(c2ccccc2)N3)cc1 (stereo not drawn),·,1%,-12%,·,·,-4%,·,-3%[76.3 µM]
CCCCCCNC(=O)C(=O)NCCc1ccc(Cl)cc1,0%,10%,10%,2%,-3%,2%,6%[10 µM],13%
Cc1nn(CC(=O)Nc2cccnc2N2CCOCC2)c(=O)c2ccccc12,-3%,-2%,0%,-7%,-2%,-3%,12%,-1%
O=C(COC(=O)c1cc(Br)ccc1Cl)NC1CCCC1,-3%,3%,-1%,0%,-1%,2%,-3%,-9%
COCCN1Cc2cccc(C(=O)NCc3cccnc3)c2C1=O,0%[15.4 µM],5%,1%,-5%,4%,6%,17%,4%
COC(=O)C(CCSC)NC(=O)Cn1ncc2c([nH]c3ccccc32)c1=O (stereo not drawn),·,-5%,6%,·,·,17%,·,-10%[76.3 µM]
COc1ccc(N/N=C(\C#N)C(=O)NCCc2ccc(OC)c(OC)c2)cc1,-3%,-8%,-17%,1%,4%,?,-9%[10 µM],?
NS(=O)(=O)c1ccc(CCNc2ncnc3c2c(-c2ccccc2)cn3-c2ccc(F)cc2)cc1,2%,8%,-27%,-6%,-6%,-18%,5%[10 µM],-6%
CC(C)(C)CC(=O)Nc1ccccc1N1CCN(c2ccccc2)CC1,-2%,-4%,-24%,1%,-5%,?,-25%,-15%
CCOC(=O)Cc1csc(NC(=O)Cn2c(=O)oc3ccccc32)n1,·,?,?,-3%,5%,·,9%[10 µM],4%

(listing goes on)
compound,GAA inh,Tau fibril FP,Tau fluor counter,GAA spleen mod,aGal spleen mod,Tau fibril ThT,HTT ATP protect,GAA glycogen mod
CO[C@H]1COC(=O)[C@H](C)COC(=O)[C@@H](Cc2ccccc2)NC(=O)C/C=C\[C@H]1C,·,-4%[11.6 µM],-4%[11.6 µM],0%[17.4 µM],3%[17.5 µM],0%[11.5 µM],-5%[10 µM],·
O=C(Cc1cc(=O)[nH][nH]1)N/N=C/c1cccc(Cl)c1Cl,?,?,?,-2%&-6%,-2%&-2%,?,-21%,-29%&-29%
O=C(Nc1ccc(NC(=O)c2sc3ccccc3c2Cl)cc1Cl)c1ccco1,9%,-6%,-7%,1%,8%,?,-34%,5%
COc1ccc(OC)c(S(=O)(=O)Nc2cccc(-c3ccc4nncn4n3)c2)c1,0%,7%,12%,-1%,1%,6%,-1%,-14%

Single records, from the list above. Values in the order: GAA inh | Tau fibril FP | Tau fluor counter | GAA spleen mod | aGal spleen mod | Tau fibril ThT | HTT ATP protect | GAA glycogen mod
Entry for `O=C(Cc1cc(=O)[nH][nH]1)N/N=C/c1cccc(Cl)c1Cl` = ? | ? | ? | -2%&-6% | -2%&-2% | ? | -21% | -29%&-29%
Entry for `COc1cc2c(cc1OC)C(C(=O)Nc1ccccn1)C(c1cccnc1)N(C)C2=O` (stereo not drawn) = 10% | 5% | 5% | -5% | -13% | -5% | -5% | -4%
Entry for `CCc1nc(N2CCC3(CC2)OCCO3)c2nnn(Cc3ccccc3Cl)c2n1` = -4% | -4% | -14% | -3% | 1% | 0% | -59%[inhibitor] | 3%
Entry for `O=c1ccc2ccc(O[C@@H]3O[C@H](CO)[C@@H](O)[C@H](O)[C@H]3O)c(O)c2o1` = · | 2% | -5% | 0% | -9% | -13% | 4% | ·
